Screens: PubChem BioAssay, National Center for Advancing Translational Sciences (NCATS)
GCN5L2 inh – GCN5L2 (KAT2A) acetyltransferase inhibition; 0.21% of 390,000 active; GCN5L2 HAT assay, ThioGlo1 CoA-SH fluorescence; Q92830; AID 504327; Potency, µM (series often up to 58.9 µM), inactives show top-dose activity change, negative = inhibition, usual class: inhibitors
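Fluorescence readout, Ex340nm/Em540nm: ThioGlo1 (50uM final) reacts with free CoA thiol released as 20nM GCN5L2 acetylates H3(1-25) peptide (75uM) using acetyl-CoA (70uM). Compound and enzyme sat 15 min beforehand; 20 min room-temperature reaction.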
N370S GC – inhibits or activates N370S mutant glucocerebrosidase; 0.092% of 330,000 active; AID 2101; N370S GC spleen homogenate, 4MU-glucoside fluorescence; Potency, µM (top dose mostly 59.4 µM), for inactives: at the highest dose activity change, negative = inhibition, actives largely listed as inhibitors; P04062;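 further: 0% = full enzyme activity and -100% = no enzyme basal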
FEN1 inhibitor – blocks human flap endonuclease 1 | Potency, µM (highest dose often 114 µM), for inactives: top-dose activity change, negative = inhibition, usual class: inhibitors | P39748 | AID 588795 | Recombinant FEN1 flap cleavage, fluorescence, 15 min | 0.35% of 390,000 active; further: nearly all actives have a fitted effect of over 65% in size
Target sequence (P39748 whole entry, looked up): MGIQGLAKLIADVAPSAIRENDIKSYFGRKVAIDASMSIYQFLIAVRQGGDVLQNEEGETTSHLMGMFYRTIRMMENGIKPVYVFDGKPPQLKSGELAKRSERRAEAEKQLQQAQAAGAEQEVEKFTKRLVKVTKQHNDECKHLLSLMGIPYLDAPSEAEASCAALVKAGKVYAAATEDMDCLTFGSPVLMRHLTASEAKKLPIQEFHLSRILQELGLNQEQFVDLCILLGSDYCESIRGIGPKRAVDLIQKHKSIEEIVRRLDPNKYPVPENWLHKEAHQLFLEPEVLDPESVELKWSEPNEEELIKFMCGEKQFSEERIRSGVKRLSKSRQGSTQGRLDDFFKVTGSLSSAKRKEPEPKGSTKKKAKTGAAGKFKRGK
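Enzyme 10 nM, 15 min RT preincubation with compound; start with substrate 50 nM final; reads at 0 and 15 min; qHTS titration, four-parameter Hill fit.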
* = called active by the depositor; ? = inconclusive; . = no result given; & = joins results of further samples; [ ] = remark or other dose. The call rests on the fitted dose curve; in most records, active means well fitted curve in the direction sought with a large enough effect; inconclusive means small, poorly fitted or top-dose-only effect, or another doubt; inactive means no such curve, though single readings can be large; an effect the other way counts as inactive or inconclusive. Unless noted, on the % scale 0 is the no-effect control and ±100 the full control effect; potency means the concentration at half of the fitted maximal effect. These rows are one share of the data; the hit share may differ from the screen's.

Values in the order – GCN5L2 inh, N370S GC, FEN1 inhibitor
1) CC(C)(O)C(=O)NN(Cc1ccccc1)c1ccccc1
→ 0%, -8%, 1%
2) CCn1c(SCC(=O)NC2CCCCC2)nnc1-c1cccs1
→ 1%, 5%, 1%
3) Cc1ccc(Cc2cn3cc(-c4ccccc4)nc3s2)cc1
→ -8%, ., 17%
4) C/C(=N\NC(=O)c1nnn(-c2nonc2N)c1CSc1ccc(Cl)cc1)c1ccco1
→ -13%, -1%, -15%
5) Cn1cc(C(=O)c2ccc(Cl)cc2Cl)cc1C(=O)N/N=C(\N)COc1ccccc1
→ -1%, -3%, -7%
6) Cc1ccc(NC(=O)OCCN2CCN(Cc3ccccc3)CCC2=O)cc1C
→ 7%&1%, ?, 9%
7) NC(=O)c1ccc(Nc2ccc3nonc3c2[N+](=O)[O-])cc1
→ 0%, -4%, -1%
8) Cc1ccc2nc(COC(=O)CNC(=O)c3ccccc3)cn2c1
→ 0%, -20%, -3%
9) CC(C)n1c(SCC(=O)N2CCCC2)nc2c1c(=O)n(C)c(=O)n2C
→ -2%, 8%, 1%
10) COc1ccc(S(=O)(=O)N2CCC(C(=O)NCc3ccncc3)CC2)cc1
→ -1%, -21%, -4%
11) CCc1c(C)sc(NC(=O)CC#N)c1C#N
→ -8%, -3%, ?
12) O=C(CSc1nc(=O)n(Cc2cccnc2)c2c1CCC2)Nc1cccc(Cl)c1
→ 1%, ., 12%
13) Cc1cc(C)cc(OCC(=O)Nc2c(C)ccc3nsnc23)c1
→ 1%, ., -9%
14) Cn1c(CC(=O)Nc2ccccc2Cl)nnc1SCC(=O)NC1CCCCC1
→ -5%, -4%, -10%
15) NC(=O)CCn1c2ccccc2c2ccccc21
→ -2%, -11%, -1%
16) COc1cccc(C(=O)Nc2ncc3c(n2)CC(C)(C)CC3=O)c1
→ -1%, 7%, 5%
17) Cc1nn(C)cc1CN(C)C(=O)CCc1nnc(CCC2CCCCC2)o1
→ -4%, 0%, 0%
18) CCOc1ccc(CN(CC)C(=O)c2ccc3c(c2)[nH]c(=O)c(=O)n3CC)cc1OC
→ 2%, 2%, -6%
19) Cc1ccc(NC(=O)N2CCCC(c3nc(-c4ccc(F)cc4)no3)C2)cc1 (stereo not given)
→ -5%, 14%, 6%
20) COc1ccc(NC2CCCN(C(=O)COc3ccc(C)cc3)C2)cc1 (stereo not given)
→ -23%, 1%, -5%
21) COc1ccc(C(=O)NCCCN2CCOCC2)cc1
→ -10%, -6%, -4%
22) Cc1cc(C)c2nc(NC(=O)c3ccc([N+](=O)[O-])o3)sc2c1
→ -3%, -5%, -4%
23) CCCNC(=S)NCCN1CCCCC1
→ -3%, 2%, -15%
24) COc1ccccc1-c1nnc(NC(=O)c2cccc(N3C(=O)CCC3=O)c2)o1
→ -5%, 2%, -6%
25) CCc1ccc(C(=O)CCC(=O)Nc2ccc(OC)c(S(=O)(=O)N3CCCCC3)c2)cc1
→ -10%, ., -12%
26) COc1ccc(NC(=O)c2ccc(NCCCN3CCOCC3)c([N+](=O)[O-])c2)cc1
→ -29%, -17%, 11%
27) Cc1ccc(Cl)c2sc(NC(=O)C3=COCCO3)nc12
→ -8%, 1%, 5%
28) O=C(NCCCNC(=O)c1ccccc1Br)c1ccccc1Br
→ -5%, -8%, 1%
29) CN1CCc2c(sc3c2C(=O)NC(c2ccc(-c4cccc(Cl)c4)o2)N3)C1 (stereo not given)
→ -27%, 18%, ?
30) CC(C)=CCN1CCN(Cc2cnc(-c3ccccc3)s2)CC1CCO (stereo not given)
→ -1%, -1%, 22%
31) Cc1cc(C)c(S(=O)(=O)N2CCN(C(=O)C3COc4ccccc4O3)CC2)c(C)c1 (stereo not given)
→ -6%, ., -6%
32) Cc1ccc(NC(=O)COC(=O)CCNS(=O)(=O)c2c(Cl)cccc2Cl)cc1
→ -2%, ., -2%
33) COc1ccc(NC(=O)CN(C)C(=O)c2cn(-c3ccccc3)nc2-c2ccc(Cl)cc2)cc1
→ -18%, -1%, -13%
34) COCCN1C(=O)N(c2cccc(OC)c2)C(=O)C1CC(=O)Nc1ccc(Cl)cc1 (stereo not given)
→ -8%, -3%, -8%
35) O=C(COc1ccc(S(=O)(=O)Nc2ccc(Cl)cc2)cc1)N1CCOCC1
→ -22%, -22%, 1%
36) Cc1oc(-c2ccc(Cl)cc2)nc1CN1CCC(C(=O)N2CCN(Cc3ccccc3)CC2)CC1
→ -5%, -28%, 9%
37) Cc1[nH]c2ccccc2c1-c1csc(N)n1
→ -1%, -15%, 11%
38) COc1ccc(CCNC(=O)CS(=O)(=O)Cc2nc(-c3ccccc3Cl)oc2C)cc1OC
→ -13%, 0%, -9%
39) Cc1ccc(CCNC(=O)c2cc3sccc3n2Cc2ccc(Cl)cc2)cc1
→ -3%, ., -18%
40) COc1cccc(/C=N/NC(=O)C(=O)N2CCCC2)c1OC
→ 3%, 1%, 0%

Full records as entered above. Order of screens: GCN5L2 inh | N370S GC | FEN1 inhibitor
Cc1ccc(CCNC(=O)c2cc3sccc3n2Cc2ccc(Cl)cc2)cc1 is listed with -3% | . | -18%
Cc1ccc(NC(=O)COC(=O)CCNS(=O)(=O)c2c(Cl)cccc2Cl)cc1 is listed with -2% | . | -2%

Going on with the list:
Values in the order – GCN5L2 inh, N370S GC, FEN1 inhibitor
41) CCOc1cc2[nH]c(=S)n(C(C)C)c(=O)c2cc1OCC
→ -15%[0.501 µM], 16%, -5%
42) COCCN1C(=O)c2ccccc2C(C(=O)NCC2CCCO2)C1c1c[nH]c2ccccc12 (stereo not given)
→ -1%, -41%, 7%
43) Cc1ccc2nsnc2c1S(=O)(=O)Nc1ccccc1C(=O)O
→ 0%, -5%, 13%
44) O=S(=O)(c1cc(Cl)ccc1Br)N1CCOCC1
→ 1%, -6%, 1%
45) Cc1ccc(-c2nnc(Sc3nc4ccccc4o3)c3ccccc23)cc1
→ -8%, -12%, -2%
46) CCN(CC)c1ccc(NC(=O)C2CCN(c3nnc(-n4cccc4)s3)CC2)c(C)c1
→ 0%, ., 14%
47) N#Cc1ccc(N2Cc3ccccc3C2=NC(=O)c2cccs2)cc1
→ -29%, 2%, -13%
48) CCc1ccc(C2CC(=O)Nc3c2c(C)nn3-c2nc(C)cc(C)n2)cc1 (stereo not given)
→ -8%, ., 11%
49) CCC/C=N/Nc1nc2ccccc2s1
→ -8%, 2%, 4%
50) COc1cc(C(=O)Oc2cccc(C=O)c2)cc(OC)c1OC
→ -7%, ., -3%
51) COC(=O)c1[nH]nc2c1C(=O)N(C1CCCCC1)C2=O
→ -3%, 2%, -1%
52) COc1ccc(/C=N/N=C2/NC(=O)C(c3ccccc3)S2)c(OC)c1 (stereo not given)
→ 2%, -5%, 1%
53) CC1CC(C)CN(CCCNC(=O)COc2cc(=O)n(C)c3ccccc23)C1 (stereo not given)
→ -6%, 5%, 10%
54) Cc1cc(C(=O)Nc2cc(C)n(Cc3ccc(Cl)cc3)n2)no1
→ 0%, 2%, -1%
55) Cn1cnnc1SCC(=O)c1ccco1
→ -3%, -6%, 4%
56) CCOC(=O)c1c(C)[nH]c(C(=O)NCc2ccco2)c1C
→ -3%, -9%, .
57) COc1ccc(CC(=O)NCC2CCCN(Cc3ccc(OC(F)(F)F)cc3)C2)cc1 (stereo not given)
→ -10%, -20%, -15%
58) O=C(CSc1nnc(C2CC2)n1CC1CCCO1)Nc1cccc(Cl)c1 (stereo not given)
→ -7%, 3%, 3%
59) O=C(NCC1CCN(Cc2ccccc2F)CC1)Nc1ccccc1F
→ 4%, -13%, 6%
60) Cc1ccc(NC(=O)c2cccc(S(=O)(=O)N3CCCC3)c2)nc1
→ 1%, -7%, -3%

Ordered by value in FEN1 inhibitor (falling): six of the compounds above
Values in the order – GCN5L2 inh, N370S GC, FEN1 inhibitor
43) Cc1ccc2nsnc2c1S(=O)(=O)Nc1ccccc1C(=O)O
→ 0%, -5%, 13%
59) O=C(NCC1CCN(Cc2ccccc2F)CC1)Nc1ccccc1F
→ 4%, -13%, 6%
49) CCC/C=N/Nc1nc2ccccc2s1
→ -8%, 2%, 4%
52) COc1ccc(/C=N/N=C2/NC(=O)C(c3ccccc3)S2)c(OC)c1 (stereo not given)
→ 2%, -5%, 1%
51) COC(=O)c1[nH]nc2c1C(=O)N(C1CCCCC1)C2=O
→ -3%, 2%, -1%
60) Cc1ccc(NC(=O)c2cccc(S(=O)(=O)N3CCCC3)c2)nc1
→ 1%, -7%, -3%

Next part:
Values in the order – GCN5L2 inh, N370S GC, FEN1 inhibitor
61) CC(C)c1ccc(OCC(=O)NC2CC(C)(C)NC(C)(C)C2)c(Br)c1
→ 3%, 1%, -9%
62) N#Cc1cccc(-c2cc(NCc3ccccc3)ncn2)c1
→ -14%, -16%, .
63) Cc1ccc(N2CCN(C(=O)c3cnn(-c4ccc(F)cc4F)c3C3CCN(C(=O)OC(C)(C)C)CC3)CC2)c(C)c1
→ 24%, ., -4%
64) COc1cc(OC)cc(C(=O)N2CCN(Cc3ccccc3[N+](=O)[O-])CC2)c1
→ -5%, -5%, 0%
65) C=CCn1c(SCC(=O)NC)nc2sc3c(c2c1=O)CCC3
→ -6%, -10%, -5%
66) CCCOc1ccc(Oc2nc(NCC(C)C)nc(N(C)C)n2)nn1
→ -10%, ., 3%
67) Cc1nnc(SCC(=O)NC2CCCC2)n1C(C)C
→ -11%, -1%, -7%
68) CC/C(=N\O)c1ccc(O)c(OC)c1
→ 0%, -27%, -11%
69) Cc1oc(-c2cccc(Cl)c2)nc1CS(=O)(=O)CC(=O)NCCN1CCCC1
→ -10%, -6%, 16%
70) COc1cc2c(cc1OC)CN(C(=O)c1cccs1)CC2
→ -3%, -22%, 0%
71) CCOc1ccccc1CN1CCN(C2CCN(c3ccccc3F)CC2)CC1CCO (stereo not given)
→ -6%, -2%, 0%
72) O=C(NC1CC1)c1ccc2c(c1)NC(=O)c1ccccc1S2
→ 1%, 6%, .
73) O=C(CCS(=O)(=O)c1ccc(Cl)cc1)NC1CCCC1
→ -6%, ., -13%
74) Cc1cc(C)c(S(=O)(=O)N2CCCOC2CNC(=O)C(=O)NCCc2c[nH]c3ccccc23)c(C)c1 (stereo not given)
→ -10%, 8%, -6%
75) CC1CCCC(NC(=O)Cn2cc3c(n2)CCCCC3)C1C (stereo not given)
→ -3%, -16%, 1%
76) CSCc1ccc(C(=O)N2CCC(N3CCC(C(=O)NC(C)C)CC3)CC2)o1
→ -8%, -15%, -7%
77) COc1ccc(-c2nc(N)n(C(=O)c3ccco3)n2)cc1
→ 0%, 11%, 21%
78) CC(C)(C)c1ccc(C(=O)Nc2cccc3ncccc23)cc1
→ 2%, -1%, 10%
79) CC(=O)Nc1ccc(S(=O)(=O)N2CCN(CCCOc3cc(C)ccc3C)CC2)cc1
→ -3%, -15%, -10%
80) c1ccc2cc(OCCOCCOc3ccc4ccccc4c3)ccc2c1
→ -2%, 9%, -4%
81) Cc1ccc([N+](=O)[O-])cc1N=C(c1cccc([N+](=O)[O-])c1)N1CCOCC1
→ -7%, 6%, -4%
82) Cc1c(C(=O)N(C)C)sc2c1c(=O)n(-c1ccc(F)cc1)c(=O)n2Cc1cc(=O)n2ccccc2n1
→ 1%, ., 37%[activator]
83) COc1cccc(C(=O)Nc2cccc(OCc3cc(=O)n4cc(C)ccc4n3)c2)c1
→ 1%, ., -9%
84) COc1ccccc1CNc1cc(C)nc2nc(-c3ccc(C)cc3)nn12
→ 0%, ., 5%
85) C/C=C/c1ccc(OCC(=O)N(CCOC)c2c(N)n(CCCC)c(=O)[nH]c2=O)c(OC)c1
→ -12%, 2%, -5%
86) Cc1cccc(NC(=O)c2ccc3c(c2)CCN3S(C)(=O)=O)c1
→ -6%, 2%, 0%
87) CCNC(=O)/C(C#N)=C/c1c(N2CCN(c3ccccc3)CC2)nc2c(C)cccn2c1=O
→ 0%, 16%, -1%
88) Cc1ccc2nc(-c3ccccc3)cc(C(=O)N3CCN(c4ccccc4O)CC3)c2c1
→ -2%, ?, -19%
89) O=C(CS(=O)c1ccc(C(F)(F)F)cc1[N+](=O)[O-])Oc1ccc(Cl)cc1 (stereo not given)
→ -7%, 1%, -15%
90) COc1cc(/C=C/C(=O)O)ccc1OCc1ccccc1C#N
→ -1%, 5%, -3%
91) Cc1ccc(CN2C(=O)c3ccccc3NC2c2ccccn2)cc1 (stereo not given)
→ -5%, 18%, 0%
92) O=C(CSc1nnc(-c2ccccc2)c(-c2ccccc2)n1)Nc1ccccc1Cl
→ -15%, ., -20%
93) CS(=O)(=O)N(CC(=O)NCc1ccccc1)C1CCCCC1
→ 0%, 7%, 9%
94) COc1ccccc1CNC(=O)C1CCN(S(=O)(=O)c2cccc3cccnc23)CC1
→ -4%, 0%, 3%
95) c1ccc(CNCc2ccco2)cc1
→ -22%, -5%, -19%
96) COc1ccc2nc(NC(=O)c3nc(S(=O)(=O)Cc4ccc(C)cc4)ncc3Cl)sc2c1
→ -27%, ., -2%
97) CN(C)C(=O)C1C2NC(=S)N(c3cccc(Cl)c3)C1(C)Oc1ccc(Cl)cc12 (stereo not given)
→ 2%, 9%, -12%
98) COC(=O)c1ccc(Nc2c([N+](=O)[O-])ccc3nonc23)cc1
→ -18%, -4%, 0%
99) Cc1ccnc(NS(=O)(=O)c2ccc(Oc3ccccc3)cc2)c1
→ 0%, -13%, -11%
